# Tau fluor counter = counter-screen for tau fibril formation inhibitors | Potency, µM (top dose mostly 57.7 µM), without a hit: at the top dose activity change, negative = decrease | 280,000 compounds, 0.93% hits | AID 1463 | tau K18 P301L Alexa594 fluorescence, heparin fibrillization; further: potency means the concentration at half of the fitted maximal effect; on the % scale 0 is the no-effect control and ±100 the full control effect; nearly all actives have a fitted effect of over 55% in size
#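 Human tau K18 P301L (15 uM unlabeled, 0.24 uM Alexa 594-labeled) in 100 mM sodium acetate pH 7 with 20 uM heparin, 6 hr at 37 C. ThT 30 uM added, 1 hr ambient; Alexa 594 FP and total fluorescence read at 555/632 nm.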
# CBFb-RUNX1 inh = blocks binding between human CBF-beta and RUNX1 | Q01196+Q13951 | AID 1477 | AlphaScreen CBFb-His/RUNX1-biotin binding, biochemical | Potency, µM (highest dose often 59.8 µM), for inactives: at the top dose activity, negative = inhibition, most hits filed as inhibitors | 230,000 tested, under 10 active; further: % of control where 0% means no effect
# Target sequence (Q01196 whole entry, looked up): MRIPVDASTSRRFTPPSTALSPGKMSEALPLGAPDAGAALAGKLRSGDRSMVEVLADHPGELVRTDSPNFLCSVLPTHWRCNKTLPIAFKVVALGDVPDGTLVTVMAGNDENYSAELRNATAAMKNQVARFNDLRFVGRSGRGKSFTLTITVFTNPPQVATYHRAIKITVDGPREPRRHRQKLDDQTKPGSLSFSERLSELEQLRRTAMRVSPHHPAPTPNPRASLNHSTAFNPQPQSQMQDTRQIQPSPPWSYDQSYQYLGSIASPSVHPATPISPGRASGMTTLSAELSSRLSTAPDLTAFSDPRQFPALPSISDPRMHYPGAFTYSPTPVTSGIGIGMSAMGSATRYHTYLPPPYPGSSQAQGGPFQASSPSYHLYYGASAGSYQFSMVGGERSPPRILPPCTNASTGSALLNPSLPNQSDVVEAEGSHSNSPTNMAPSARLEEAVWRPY
# Target sequence (Q13951 whole entry, looked up): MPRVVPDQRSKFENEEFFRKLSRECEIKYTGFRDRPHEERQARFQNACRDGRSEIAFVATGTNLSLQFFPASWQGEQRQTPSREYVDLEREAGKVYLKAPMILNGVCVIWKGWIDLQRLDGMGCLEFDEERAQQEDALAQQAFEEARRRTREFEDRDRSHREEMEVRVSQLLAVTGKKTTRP
#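 CBFb-His/RUNX1-biotin, 30 nM each, preincubated 20 min RT; compound 15 min RT; Ni + streptavidin beads 50 ng each, 90 min RT; AlphaScreen read.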
# GLA spleen mod = inhibitors or activators of human alpha-galactosidase in spleen homogenate; P06280; human spleen homogenate, 4MU-alpha-Gal fluorescence, 40 min; Potency, µM (highest dose often 80 µM), inactives show at the highest dose activity change, negative = inhibition, actives largely listed as inhibitors; 240,000 compounds, 0.008% hits; AID 2107;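 further: potency means the concentration at half of the fitted maximal effect; 0% = enzyme with vehicle and -100% = no enzyme basal signal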
#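 Fluorogenic readout (Ex 365/Em 440 nm) of 4-methylumbelliferone released from 1 mM 4-MU-alpha-galactoside by spleen homogenate, 40 min at 37C, pH 5.0. Data normalized to no-enzyme and enzyme controls; Hill-equation AC50 from compound titrations.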
# Tau fibril FP = tau fibrillization inhibition (FP); 280,000 compounds, 0.39% hits; P10636; K18 P301L tau heparin fibrillization, Alexa594 FP, 6 h; Potency, µM (titrated, usually from 57.7 µM), for inactives: at the top dose activity, negative = inhibition, most hits filed as inhibitors; further: potency means the concentration at half of the fitted maximal effect; on the % scale 0 is the no-effect control and ±100 the full control effect; nearly all actives have a fitted effect of over 55% in size
#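 Steps: dispense K18 P301L tau (15 uM plus 0.24 uM Alexa 594 tracer, final) in pH 7 sodium acetate; add compound; add heparin (20 uM final); incubate 6 hr, 37 C; add ThT (30 uM final); after 1 hr ambient, read FP.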
# TRb-SRC2 inh = disrupts binding of human TR beta to SRC2 | P10828 | TRbeta-SRC2 peptide binding, fluorescence polarization; receptor liganded with 1 µM T3 | Potency, µM (doses to about 106 µM), for inactives: at the top dose activity change, negative = inhibition, usual class: inhibitors | 280,000 compounds, 0.065% hits | AID 1469;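 further: potency means the concentration at half of the fitted maximal effect; plate controls were bound peptide for no effect and peptide without receptor for full effect; nearly all actives have a fitted effect of over 50% in size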
#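 Compounds were added to 0.6 uM TRb ligand-binding domain and 20 nM Texas Red-labeled SRC2 peptide in Tris buffer containing 1 uM T3, incubated 5 hr at ambient temperature, then read by fluorescence polarization.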
# TR SRC2 fluor cs = Texas Red fluorescence interference in TRb-SRC2 counter-screen. TRb/SRC2 Texas Red total fluorescence interference. Potency, µM (doses to about 106 µM), for inactives: at the highest dose fluorescence change, negative = quenching. AID 1479. 280,000 compounds, 0.29% hits; active means well fitted curve in either direction with a large enough effect; inconclusive means small, poorly fitted or top-dose-only effect; further: potency means the concentration at half of the fitted maximal effect; on the % scale 0 is the no-effect control and ±100 the full control effect
#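 Flags fluorescent or light-absorbing compounds by total fluorescence, S + 2P, at 555 nm excitation and 632 nm emission. Mixture: 20 nM Texas Red SRC2 peptide, 0.6 uM human TRb LBD, 1 uM T3, 5% DMSO; compound exposure 5 h at ambient temperature.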
# Epigenetic reg = derepresses silenced GFP reporter in murine cells; murine LDR cells, GFP reporter derepression, 30 h; Potency, µM (highest dose often 53.9 µM), without a hit: at the highest dose GFP activation, usual class: activators; 280,000 compounds, 0.2% hits; AID 1865; further: potency means the concentration at half of the fitted maximal effect; % of control where 0% means no effect; nearly all actives have a fitted effect of over 60% in size
#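 Derepression of a silenced CMV-GFP reporter in murine LDR cells is scored by enumerating GFP-positive cells with a laser-scanning microplate cytometer after 30 hours of treatment at 37 C.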
# NPSR antag = blocks cAMP signaling of the human neuropeptide S receptor; AID 1461; Q6W5P4; 220,000 compounds, 1% hits; Potency, µM (titrated, usually from 38.3 µM), without a hit: at the highest dose activity change, negative = inhibition, most hits filed as inhibitors; CHO-NPSR cells, cAMP TR-FRET, antagonist mode; further: potency means the concentration at half of the fitted maximal effect; on the % scale 0 is the no-effect control and ±100 the full control effect; nearly all actives have a fitted effect of over 50% in size; many of its hits are not listed in these tables
# Target sequence (Q6W5P4 whole entry, looked up): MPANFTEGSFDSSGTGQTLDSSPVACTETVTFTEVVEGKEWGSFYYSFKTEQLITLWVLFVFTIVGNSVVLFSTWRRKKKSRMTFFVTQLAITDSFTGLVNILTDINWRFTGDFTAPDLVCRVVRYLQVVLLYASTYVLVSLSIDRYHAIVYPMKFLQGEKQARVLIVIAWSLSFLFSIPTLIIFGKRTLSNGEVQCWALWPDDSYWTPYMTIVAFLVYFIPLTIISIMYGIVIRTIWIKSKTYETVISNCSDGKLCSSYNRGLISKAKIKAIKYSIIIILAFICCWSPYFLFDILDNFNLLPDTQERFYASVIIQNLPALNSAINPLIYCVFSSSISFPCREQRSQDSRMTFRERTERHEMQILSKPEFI
# Active calls of the source: *; ? = inconclusive; / = not tested or not shown; & = joins results of further samples; [ ] = another dose, or the depositor's remark. Unless noted, the call rests on the fitted dose curve; in most records, active means well fitted curve in the direction sought with a large enough effect; inconclusive means small, poorly fitted or top-dose-only effect, or another doubt; inactive means no such curve, though single readings can be large; an effect the other way counts as inactive or inconclusive. An excerpt. The share of hits here may be higher or lower than overall.
SMILES	Tau fibril FP	Epigenetic reg	NPSR antag	TR SRC2 fluor cs	TRb-SRC2 inh	CBFb-RUNX1 inh	GLA spleen mod	Tau fluor counter
CNC(=S)N/N=C/c1c(C)nn(-c2cccc(Cl)c2)c1Cl	-3%	1.0%	14%	-2%	-16%	4%	-1%	-6%
Cc1noc(/C=C/N(C)C)c1S(=O)(=O)N1CCC(C(=O)O)CC1	?	0.0%	-3%[46.1 µM]	-4%	-19%	10%	?	-11%
COC(=O)c1ccc2ccn(CC(=O)NC(C)C)c2c1	6%	-1.1%	-1%[46.1 µM]	0%	-9%	7%	3%	8%
Cc1ccc(S(=O)(=O)NNC(=O)C(O)(c2ccccc2C)c2ccccc2C)cc1	-2%	-1.5%	-7%	-1%	3%	3%	14%	-4%
Cc1ccc(NCc2nc3ccccc3n2CCOc2ccccc2)cc1	11%&8%	1.0%&-0.9%	-4%	0%&-1%	0%&-1%	15%	5%	?
S=C(NCc1ccccc1)NCc1ccccc1	3%	0.7%	-15%[46.1 µM]	-1%	5%	1%	4%	3%
COc1cc(-c2nnc(CSc3nnc(Nc4ccc(C(C)C)cc4)s3)o2)cc(OC)c1OC	11%	1.0%	-9%	-22%	3%	-11%	0%	?
CCOc1ncccc1C(=O)OCC(=O)c1c(N)n(C)c(=O)n(C)c1=O	-6%	-0.1%	-4%[46.1 µM]	-2%	-5%	5%	-25%	-3%
CCC(C)c1ccc(NC(=O)C2CCCN(c3ncccn3)C2)cc1 (stereo not given)	3%	0.1%	-17%[46.1 µM]	2%	2%	-1%	-2%	-17%
Clc1ccc(-c2nc3ccccn3c2CN2CCOCC2)cc1	-3%	-2.0%	-13%[46.1 µM]	3%	-18%	9%	-9%	-2%
O=C(NCCc1ccccc1)C1CCN(S(=O)(=O)c2cccnc2)CC1	-2%	0.7%	-1%[46.1 µM]	1%	7%	1%	-8%	-1%
CC(=O)Nc1ccc(NC(C)=O)c(NC2OCC(O)C(O)C2O)c1 (stereo not given)	4%	0.5%	-19%	0%	-3%	2%	3%	2%
N/C(=N\NC(=O)c1ccc(Cl)cc1)c1cnccn1	-2%	0.0%	21%	-2%	8%	2%	11%	1%
COc1ccccc1NC(=O)CSc1nc2sc(C)c(C)c2c(=O)n1Cc1ccco1	-1%	0.6%	-23%[46.1 µM]	1%	-9%	0%	1%	-5%
Clc1ccc2nc(NC3=NCN(CCN4CCOCC4)CN3)nc(-c3ccccc3)c2c1	-6%	-7.0%	18%[46.1 µM]	0%	-4%	5%	17%	-8%
O=C(CSc1nnc2ccccn12)NCc1ccc2c(c1)OCO2	-13%	-3.2%	8%	-1%	0%	7%	2%	-3%
O=C(O)c1ccc2c(c1)C(=O)N([C@H](Cc1c[nH]c3ccccc13)C(=O)O)C2=O	/	/	/	0%	-2%	11%	2%	/
CC(=O)Nc1ccc(S(=O)(=O)N2CCN(c3cnn(C)c(=O)c3Cl)CC2)cc1	-7%	-2.2%	-3%	-4%	-8%	9%	1%	-6%
Cc1nc(-c2ccc(S(=O)(=O)NCc3ccc(F)cc3)cc2)co1	-5%	0.0%	/	-4%	-1%	/	/	-3%
O=C(CCc1nnc(-c2ccsc2)o1)NCc1ccccc1OC(F)(F)F	3%	-1.7%	-1%	-7%	-9%	0%	-3%	-7%
CCc1ccc(-n2nc(C)c3c(C)cc(=O)n(CC(=O)N(CC)Cc4ccccc4)c32)cc1	2%	1.5%	/	-1%	-4%	/	/	-9%
COc1cccc(C(=O)OCCN2CCCCC2)c1	-1%	0.1%	?	-4%	7%	3%	-2%	-2%
CC(C)Cc1cc(C(=O)NCc2ccc(Cl)cc2)no1	-7%	-0.9%	/	5%	-5%	/	/	-18%
CN1C(=O)NC(NC(=O)c2cccs2)(C(F)(F)F)C1=O (stereo not given)	-2%	-1.0%	10%[46.1 µM]	-5%	-8%	-2%	9%	7%
COc1cccc(-n2c(O)c(C=NCc3ccccn3)c3ccccc3c2=O)c1	6%	0.0%	-17%	0%	0%	-7%	4%	-4%
CSc1ccc2nnc(-c3cccc(F)c3)n2n1	1%	3.3%	-11%[46.1 µM]	4%	-3%	1%	5%	-1%
CCN1CCc2c(sc(NC(=S)NC(=O)c3ccc(Cl)cc3)c2C(N)=O)C1	-2%	2.5%	?	-2%	0%	?	3%	-20%
CC(c1ccccc1)C1CC(=O)N(c2ccc(C(=O)O)cc2)C1=O (stereo not given)	1%	-1.0%	13%[46.1 µM]	-4%	9%	-1%	7%	2%
CC(C)C(=O)Nc1ccc2nn(-c3ccccc3)nc2c1	-6%	-1.9%[10.1 µM]	-27%	-1%	-6%	7%	4%	-11%
N#CCSc1nc2c(sc(=S)n2Cc2ccco2)c(=O)n1-c1ccc(F)cc1	-2%	0.0%	-29%[46.1 µM]	4%	4%	-17%	10%	-16%
COCCn1c(C(C)C)nc2ccccc21	7%	0.1%	20%	-3%	-1%	8%	0%	4%
O=C1OC(=O)C2C3CCC(O3)C12 (stereo not given)	11%&-7%&-3%	-0.2%&3.2%&2.6%	-2%[46.1 µM]	-2%&-2%&-2%	9%&-2%&1%	1%	2%&7%&-6%	-5%&-7%&4%
Cc1ccc2cccnc2c1NC(=S)NC(=O)c1ccccc1	1%	?	-4%[46.1 µM]	0%	13%	-11%	-3%	-10%
O=C(Cc1ccc(Cl)c(Cl)c1)Nc1cccc(S(=O)(=O)N2CCOCC2)c1	?	-0.2%	-37%	-2%	3%	11%	-5%	?
Cc1ccc(C(=O)NC(NCc2ccco2)C(Cl)(Cl)Cl)cc1 (stereo not given)	?	-0.9%	19%	0%	3%	6%	4%	-9%
Cc1ccc2c(=O)cc(CSc3ncn[nH]3)[nH]c2c1C	1%	-2.8%	/	0%	-4%	/	/	4%
Cc1cnn(C(=O)c2cc(-c3ccccc3)nc3ccccc23)c1	?	6.7%	-30%[46.1 µM]	-5%	2%	12%	0%	-29%
O=C(N/N=C/c1ccc(-c2ccc(S(=O)(=O)Nc3ncccn3)cc2)o1)c1cc2ccccc2cc1O	?	-1.0%	-18%[46.1 µM]	16µM*[quencher]	?	/	-9%	?
Cc1c(Cl)cccc1NC(=O)Nc1nnc(N(C)Cc2ccccc2)s1	?	-0.1%	/	-1%	-6%	/	/	2%
CC1CCCC(C)N1C(=O)CSc1nc2ccccc2c(=O)[nH]1 (stereo not given)	2%	?	-9%	0%	-6%	-11%	-4%	5%
CCOc1ccccc1NC(=O)C1=C(C)Nc2ncnn2C1c1sccc1C (stereo not given)	-3%	-1.7%	/	-7%	2%	/	/	-22%
COc1ccccc1N1CCN(C(=O)c2ccc(Cl)c(S(=O)(=O)NCc3ccco3)c2)CC1	1%	8.2%	-8%[46.1 µM]	0%	3%	-6%	-3%	-17%
CCN1CCN(CCCNC(=O)c2ccc3nc(Cc4ccccc4)oc3c2)CC1	-4%	0.0%	/	0%	-1%	/	/	-7%
O=c1[nH]c(N2CCN(c3ccccc3)CC2)nc2c1CCCC2	-3%	-1.0%	-1%[46.1 µM]	0%	-2%	-2%	-1%	-12%
Cn1cc(C2=C(c3cn(CCCSC(=N)N)c4ccccc34)C(=O)NC2=O)c2ccccc21	?	?	/	-1%&4%&8%	7%&-5%&1%	?	3%&-11%&14%	13µM*[quencher]
COC(=O)c1ccc(COc2ccc(/C=N/Nc3cccc(C(=O)O)c3)cc2)cc1	-3%	1.2%	3%	-1%	4%	-16%	-1%	?
Nc1c2c(nc3ccc(Br)cc13)N(Cc1ccccc1)CC2	16%	-1.5%	-7%	-2%	0%	-7%	-4%	?
Nc1cc(C(=O)c2ccccc2)ccc1[N+](=O)[O-]	-3%	-1.4%	0%	-1%	2%	5%	-8%	-11%
OCCNCCCCOc1ccccc1F	6%	-7.9%	-9%[46.1 µM]	1%	-4%	3%	5%	10%
Cc1cccc(CC(=O)Nc2c3c(nn2-c2cccc(Cl)c2)CS(=O)C3)c1 (stereo not given)	-13%	-1.0%	3%	0%	3%	1%	5%	-5%
O=C(COC(=O)CCc1c[nH]c2ccccc12)NC1CCS(=O)(=O)C1 (stereo not given)	2%	0.0%	-7%[46.1 µM]	2%	1%	1%	-3%	4%
COc1nc(NCCO)nc(Nc2ccc([N+](=O)[O-])cc2)n1	9%	-1.1%	18%	8%	8%	-6%	-1%	2%
Cc1cnn(C(=O)c2cc(-c3ccccn3)nc3ccc(Cl)cc23)c1	0%	-1.1%	-35%	-1%	-2%	0%	4%	-15%
COc1ccc(S(=O)(=O)N2N=C(c3ccc(NS(C)(=O)=O)cc3)CC2c2ccco2)cc1 (stereo not given)	-5%	-2.4%	-47%	-1%	-4%	?	4%	?
COc1ccc(S(=O)(=O)N2CCC(N3CCN(Cc4ccc(F)cc4)C(=O)C3=O)CC2)cc1	-5%	-0.6%	/	-1%	2%	/	/	-2%
COC(=O)C1CCN(S(C)(=O)=O)CC1	7%	-2.3%	-7%[46.1 µM]	-5%	-5%	-3%	2%	4%
O=C(O)CSc1nnc(-c2ccc3c(c2)OCO3)o1	-5%	-2.6%	-21%[46.1 µM]	1%	-4%	-1%	2%	-2%
CC(C)Nc1ccc(C(CC(N)=O)NC(=O)Cc2ccc(Br)cc2)cc1[N+](=O)[O-] (stereo not given)	-4%	-3.2%	14%	0%	-8%	-2%	-7%	-11%
Cn1c(C(=O)N2CCCC(C(=O)NCCCSC3CCCCC3)C2)cc2sccc21 (stereo not given)	-1%	0.8%	?	2%	-1%	2%	-1%	-12%
